S100A4 inh HTS: S100A4-myosin IIA interaction inhibition; 0.14% of 360,000 active; inhibition, % at 10.7 µM; S100A4/TAMRA-MyoIIA peptide fluorescence polarization;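 active = mean inhibition of at least 70% across replicates, with every replicate also reaching that level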
Target sequence (P26447 whole entry, looked up): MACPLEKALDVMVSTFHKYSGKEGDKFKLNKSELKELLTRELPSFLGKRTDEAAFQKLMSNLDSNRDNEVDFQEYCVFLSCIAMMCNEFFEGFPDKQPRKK
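Material: S100A4 monomer protein / Buffer or medium: 50 mM HEPES pH 7.2, 10 mM CaCl2, 100 mM KCl / Times: 5 min incubation before reading / Benchmarks: neutral control DMSO, positive control TFP / Reagent: labelled myosin peptide probe, 5 nM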
FN deposition inh: fibronectin deposition inhibition | AH1F fibroblasts, Alexa488-fibronectin deposition fluorescence, overnight | inhibition, % at 12.6 µM | 0.086% of 350,000 active | AID 743247;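 active = mean inhibition across replicates of 30% or more, regardless of how many single replicates reach that level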;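 also: positive control wells lacked labelled fibronectin entirely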
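Measured by – fluorescence 485/525 nm · System – AH1F fibroblast monolayer, labelled fibronectin deposition · Amount – 10000 cells per well · Buffer or medium – serum-reduced DMEM (2% serum) · Doses – single dose, pinned · Also added – fluorescent fibronectin at 24 nM final · Schedule – 1 h cell attachment, overnight exposure to compound and label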
PAX8 reporter: inhibitors of PAX8 transcriptional activity in RMG-I cells | RMG-I TPO-luciferase reporter, SteadyGlo, 24 h | inhibition, % at 12.6 µM | 1.2% of 360,000 active | AID 652154;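 active = mean replicate inhibition at least 60% with every replicate also reaching 60%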;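 also: luciferase light reporting Pax8 driven TPO promoter activity; plate controls were median of neutral control wells for no effect and mitoxantrone controls for full effect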
EWS-Fli inh: inhibitors of EWS/Fli oncoprotein transcriptional activity | A673 NR0B1-luciferase reporter, viability-normalised | inhibition, % at 12.6 µM | 0.67% of 350,000 active | AID 651661;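 active = mean inhibition of at least 50% after viability correction, with every replicate also passing that limit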;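 also: firefly luciferase signal divided by Alamar Blue viability fluorescence both relative to DMSO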
ERAP1 HTS inh: blocks human ERAP1 aminopeptidase activity. Q9NZ08. recombinant ERAP1, Leu-AMC fluorescence, 60 min. inhibition, % at 10.7 µM. 0.15% of 340,000 active. AID 652197;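 active = mean replicate inhibition of at least 30%, or all replicates individually reaching that 30% level; inactive = mean below 30% and not every replicate reaching it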;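 also: 0% = neutral control wells and 100% = L-leucinethiol positive control wells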
Target sequence (Q9NZ08 whole entry, looked up): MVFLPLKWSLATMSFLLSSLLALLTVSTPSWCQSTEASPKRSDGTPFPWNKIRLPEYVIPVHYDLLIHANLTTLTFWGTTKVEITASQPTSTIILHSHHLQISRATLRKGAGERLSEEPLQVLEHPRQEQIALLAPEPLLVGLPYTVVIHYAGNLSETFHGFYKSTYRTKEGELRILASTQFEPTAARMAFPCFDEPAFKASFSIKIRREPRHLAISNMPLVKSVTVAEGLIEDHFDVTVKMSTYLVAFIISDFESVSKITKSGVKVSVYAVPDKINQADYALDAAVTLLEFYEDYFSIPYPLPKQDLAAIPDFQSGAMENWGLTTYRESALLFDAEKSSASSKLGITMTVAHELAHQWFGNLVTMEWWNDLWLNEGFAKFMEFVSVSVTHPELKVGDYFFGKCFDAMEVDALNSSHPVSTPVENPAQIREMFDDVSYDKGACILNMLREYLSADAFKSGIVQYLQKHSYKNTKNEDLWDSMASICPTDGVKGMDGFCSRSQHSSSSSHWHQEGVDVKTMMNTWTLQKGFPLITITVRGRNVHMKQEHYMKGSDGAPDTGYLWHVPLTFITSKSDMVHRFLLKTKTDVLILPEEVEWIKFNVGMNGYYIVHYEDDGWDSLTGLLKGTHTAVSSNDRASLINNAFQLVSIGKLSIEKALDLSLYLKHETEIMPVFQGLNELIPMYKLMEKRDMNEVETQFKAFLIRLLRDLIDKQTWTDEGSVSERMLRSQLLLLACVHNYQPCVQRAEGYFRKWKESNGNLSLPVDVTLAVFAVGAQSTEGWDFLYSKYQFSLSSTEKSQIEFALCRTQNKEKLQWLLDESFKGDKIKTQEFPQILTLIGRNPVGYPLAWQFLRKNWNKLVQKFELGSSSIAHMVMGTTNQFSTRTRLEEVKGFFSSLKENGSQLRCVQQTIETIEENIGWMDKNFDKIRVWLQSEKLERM
PglD DTNB: blocks C. jejuni PglD acetyltransferase activity. purified PglD enzyme, DTNB colorimetric CoA detection. 0.098% of 360,000 active. inhibition, % at 12.5 µM; in the data active = inhibition above about 16%, passing the limit was not always enough; also: strong numbers were not always called active
LGR2 inh: Drosophila LGR2 receptor signaling inhibition; inhibition, % at 9.99 µM; 0.35% of 380,000 active; HEK293 LGR2, CRE-luciferase, bursicon-stimulated, 4 h;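 active = drop in luminescence signal, shown as inhibition above about 50% in the replicate tests, limit read from the data, passing the limit was not always enough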;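 also: agonist challenge used bursicon conditioned medium at about half maximal strength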
PGC1a acetyl inh: PGC1a acetylation modulation, inhibitor mode. U2OS PGC1a acetylation, AlphaScreen anti-acetyl-lysine; with virally co-expressed GCN5 acetyltransferase. inhibition, % at 15.6 µM. 0.17% of 350,000 active;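 active = every replicate shows inhibition of at least 40%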;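 also: 0% = neutral control wells and 100% = positive control wells; some results beyond the cut were filed as inactive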
Starred values were filed as active, the others as inactive; x = no result given; & = joins results of further samples.

| Compound | FN deposition inh | PglD DTNB | PGC1a acetyl inh | S100A4 inh HTS | ERAP1 HTS inh | LGR2 inh | EWS-Fli inh | PAX8 reporter |
| --- | --- | --- | --- | --- | --- | --- | --- | --- |
| C[C@H]1CN([C@@H](C)CO)C(=O)c2cccc(NS(=O)(=O)c3ccc(Cl)cc3)c2O[C@H]1CN(C)Cc1ccc2c(c1)OCO2 | x | -4 | -4 | 14 | 0 | 15 | -3 | 5 |
| CC(=O)N(C)C[C@H]1Oc2ncc(C#CC(C)(C)O)cc2C(=O)N([C@H](C)CO)C[C@@H]1C | 4 | 2 | 4 | -4 | 2 | 8 | -4 | x |
| CC(=O)Nc1cccc(NC(=O)C2CCN(C(=O)c3ccco3)CC2)c1 | 4 | -6 | -17 | -3 | 0 | 33 | 2 | 17 |
| Cc1ccc(-n2nc3c(=O)n(CCCC(=O)NCc4ccccc4F)nc(C)c3c2C)cc1 | 0 | x | 3 | 0 | 4 | -1 | x | 48 |
| C[C@H](CO)N1C[C@H](C)[C@H](CN(C)Cc2ccc(F)cc2)OCc2ccccc2-c2ccccc2C1=O | -6 | 7 | 22 | 4 | 0 | 2 | -2 | -8 |
| CN(C)CCCNC(=O)[C@@H]1[C@@H](CO)[C@@H]2Cn3c(ccc(-c4cccnc4)c3=O)[C@H]1N2C(=O)CC1CC1 | -7 | 2 | x | -2 | -3 | -17 | 1 | -4 |
| COC(=O)c1ccc(Cn2c(C)cc(C)[n+]2C)o1 | -4 | 1 | 11 | x | x | x | x | 10 |
| Cc1ccc(C)c(SCC(=O)Nc2cc(S(=O)(=O)N3CCOCC3)ccc2C)c1 | -13 | x | x | -2 | -3 | 3 | 11 | -4 |
| COc1ccccc1C1CCN(C(=O)c2cnn(-c3ccccc3)c2C)CC1 | -1 | 2 | 0 | -3 | 0 | 6 | -1 | 19 |
| C[C@@H]1CN([C@@H](C)CO)S(=O)(=O)c2ccc(-c3ccccc3)cc2O[C@H]1CN(C)S(=O)(=O)c1ccccc1F | 1 | 4 | 1 | 1 | 0 | 16 | 10 | 63* |
| N#C[C@H]1[C@@H](c2ccc(C#CC3(O)CCCC3)cc2)[C@@H](CO)N1C(=O)C1CCCC1 | 5 | -1 | -4 | -2 | 5 | 16 | 0 | 15 |
| COc1ccc(NS(=O)(=O)c2ccc(O)c(C(=O)OCC(=O)NC(C)C3CC4CCC3C4)c2)cc1 (centres undefined) | -2 | 0 | -6 | 4 | -4 | 7 | -2 | 9 |

Next entries follow:
| Compound | FN deposition inh | PglD DTNB | PGC1a acetyl inh | S100A4 inh HTS | ERAP1 HTS inh | LGR2 inh | EWS-Fli inh | PAX8 reporter |
| --- | --- | --- | --- | --- | --- | --- | --- | --- |
| CO[C@H]1CN(C)C(=O)c2cc(NC(=O)Nc3c(C)noc3C)ccc2OC[C@@H](C)NC[C@H]1C | -7 | 1 | 4 | 17 | 2 | -1 | -4 | -1 |
| O=S(=O)(c1ccc(F)cc1)N1CC=C(c2ccccc2)CC1 | -5 | 5 | -3 | -2 | 0 | 9 | 9 | 17 |
| CN(Cc1ccccc1)c1nc(CN2CCOCC2)nc2scc(-c3ccccc3)c12 | -7 | -3 | 1 | x | x | 8 | x | 16 |
| COCC#Cc1ccc2c(c1)O[C@@H](CN(C)Cc1ccccn1)[C@H](C)CN([C@@H](C)CO)S2(=O)=O | 1 | 10 | -3 | 1 | 0 | -8 | 3 | 18 |
| O=C(NS(=O)(=O)N1CCOCC1)C1=C(N2CCCC2)COC1=O | -8 | -5 | 4 | -2 | 1 | -5 | -14 | -35 |
| C[C@@H]1CN([C@H](C)CO)C(=O)Cc2cc(NC(=O)CCC(F)(F)F)ccc2O[C@@H]1CN(C)Cc1ccc(-c2ccccc2)cc1 | x | 3 | 11 | -10 | 0 | -3 | 0 | -4 |
| CCCCCCNC(=O)N1C/C=C\C(c2ccc(OC)cc2)N(Cc2ccc(F)cc2)C(=O)C1 (centres undefined) | -6 | 1 | -15 | -3 | -1 | 26 | 7 | 21 |
| COc1ccc(NC(=S)N2CCCCCC2)cc1OC | 8 | 7 | x | -1 | 1 | -37 | -8 | -8 |
| COc1cc(C(=O)N(C(C)C)C2CCCCC2)cc(OC)c1OC | 4 | 4 | x | -1 | 0 | -9 | 2 | 13 |
| O=C(NCC(c1ccc(F)cc1)N1CCOCC1)c1cccnc1Sc1ccccc1Cl (centres undefined) | 1 | -6 | x | -4 | 4 | -5 | 5 | -11 |
| O=C(Nc1ccccc1)Nc1ccc(Cl)c(S(=O)(=O)N2CCOCC2)c1 | -7 | -1 | x | -2 | -5 | 3 | 0 | 15 |
| CC(C)CN1CCN(CCCc2ccccc2)C(CCO)C1 (centres undefined) | -7 | -5 | 2 | -8 | 1 | -2 | 8 | -14 |

Continued.
| Compound | FN deposition inh | PglD DTNB | PGC1a acetyl inh | S100A4 inh HTS | ERAP1 HTS inh | LGR2 inh | EWS-Fli inh | PAX8 reporter |
| --- | --- | --- | --- | --- | --- | --- | --- | --- |
| C[C@@H]1CN([C@H](C)CO)C(=O)c2cccc(NS(=O)(=O)c3cn(C)cn3)c2O[C@H]1CN(C)Cc1ccccc1 | x | 3 | x | -3 | -2 | 20 | 2 | -18 |
| N#Cc1cccc(-c2ccc(C3[C@H]4CNC[C@@H]3N4Cc3cccc(-c4ccncc4)c3)cc2)c1 (some centres undefined) | 2 | x | x | 7 | -1 | -7 | 0 | x |
| C[C@H](CO)N1C[C@H](C)[C@H](CN(C)C(=O)NC2CCCCC2)Oc2ccc(NC(=O)CCN3CCOCC3)cc2CC1=O | -2 | 4 | -8 | 1 | 0 | 19 | 5 | -4 |
| COc1cccc(/C=C/C(=O)OCC(=O)c2ccc3c(c2)NC(=O)CO3)c1 | -2 | 8 | 2 | -4 | 17 | 10 | 3 | 0 |
| Cc1cc(N2CCCC(C(=O)Nc3cccc4ccccc34)C2)n2ncnc2n1 (centres undefined) | 3 | -5 | -4 | 0 | -5 | 3 | 1 | 26 |
| CSc1nsc(SCC(=O)Nc2cccc(NC(C)=O)c2)n1 | -1 | -6 | x | 3 | 2 | -15 | -22 | -9 |
| O=C(COC(=O)c1cccc(S(=O)(=O)N2CCc3ccccc32)c1)Nc1ncc(Cl)cc1Cl | 1 | x | x | -4 | 6 | 5 | -5 | 19 |
| COc1cccc(NC(=O)N[C@H]2C=C[C@@H](CC(=O)N3CCOCC3)O[C@@H]2CO)c1 | -8 | -2 | 6 | 5 | 2 | -34 | -4 | 6 |
| COc1ccccc1NC(=O)N1C[C@@H]2N[C@H](C1)C2c1ccc(-c2ccc(C(=O)N(C)C)cc2)cc1 (some centres undefined) | -4&1 | x | 9&5 | x | x | 10&16 | 0&-2 | 10&20 |
| O=C1OCCC1Sc1nc2ccccc2c(=O)n1-c1ccc(F)cc1 (centres undefined) | 3 | 5 | 8 | -1 | 0 | -1 | -3 | 0 |
| COc1ccccc1Cc1c(-c2ccccc2)nc2ccc(Br)cn12 | 2 | -4 | 1 | 13 | 1 | -74 | -98 | -117 |
| O=c1cc(O)c2sc(Nc3ccc(Cl)c(F)c3)nc2[nH]1 | 1 | 0 | 15 | -9 | -1 | -4 | 29 | 70* |

Other compounds.
| Compound | FN deposition inh | PglD DTNB | PGC1a acetyl inh | S100A4 inh HTS | ERAP1 HTS inh | LGR2 inh | EWS-Fli inh | PAX8 reporter |
| --- | --- | --- | --- | --- | --- | --- | --- | --- |
| CCCCCCCCN1C(=O)[C@H](CC(=O)NCc2ccc(C)o2)C[C@@]2(C(=O)OC)CC(C)(C)CC=C12 | 10 | x | x | -3 | 5 | 1 | -9 | -3 |
| O=C(C1CCCN(S(=O)(=O)c2ccccc2)C1)N1CCCCC1 (centres undefined) | 2 | 3 | x | 2 | -1 | 12 | x | 8 |
| CCn1nc(NS(=O)(=O)c2ccc(NC(C)=O)cc2)c2cc3cc(C)ccc3nc21 | -6 | 2 | -9 | -5 | 8 | -5 | x | -26 |
| O=C(Nc1ccc2c(c1)OCO2)N[C@@H]1CC[C@H](CCNC(=O)C2CC2)O[C@H]1CO | 0 | -2 | -1 | 2 | 1 | -3 | 4 | -2 |
| COc1ccc(CN(C)C[C@@H]2Oc3c(NC(=O)NC(C)C)cccc3C(=O)N([C@H](C)CO)C[C@@H]2C)cc1 | -3 | 14 | -2 | -39 | 0 | -21 | 3 | 0 |
| COc1ccc(-c2cc3nc(-c4ccccc4)cc(N4CCN(C(=O)c5ccsc5)CC4)n3n2)cc1 | -6 | -1 | -3 | -6 | 0 | 29 | 17 | 38 |
| C[C@H]1CN([C@@H](C)CO)C(=O)Cc2cc(NC(=O)Nc3ccc4c(c3)OCO4)ccc2O[C@H]1CN(C)Cc1ccncc1 | x | x | -3 | x | x | -13 | 1 | 3 |
| Cc1[nH]nc2c1C(c1ccccc1F)NC2=O (centres undefined) | -3 | 5 | 6 | -5 | -1 | 5 | -4 | -2 |
| CC(C)(C)c1ccc(C(=O)NCCCn2ccnc2)cc1 | -10 | -4 | x | 2 | -3 | 2 | 5 | 7 |
| CCOC(=O)c1c(NC(=O)N/N=C/c2ccccc2OCC)sc(C(C)=O)c1C | -6 | -2 | x | 8 | -6 | 1 | 13 | -1 |
| O=C(c1cc(C2CCCCN2C(=O)CCCc2ccccc2)on1)N1CCOCC1 (centres undefined) | 1 | 7 | -2 | -3 | 1 | -5 | -3 | -5 |
| CCCNC(=O)C[C@@H]1C[C@H]2c3cc(NC(=O)Nc4ccccc4)ccc3O[C@H]2[C@@H](CO)O1 | -2 | -1 | 6 | x | x | 0 | 3 | 11 |

Gathered by group, the entries above with an aryl methoxy group.
| Compound | FN deposition inh | PglD DTNB | PGC1a acetyl inh | S100A4 inh HTS | ERAP1 HTS inh | LGR2 inh | EWS-Fli inh | PAX8 reporter |
| --- | --- | --- | --- | --- | --- | --- | --- | --- |
| COc1ccccc1C1CCN(C(=O)c2cnn(-c3ccccc3)c2C)CC1 | -1 | 2 | 0 | -3 | 0 | 6 | -1 | 19 |
| COc1ccc(NS(=O)(=O)c2ccc(O)c(C(=O)OCC(=O)NC(C)C3CC4CCC3C4)c2)cc1 (centres undefined) | -2 | 0 | -6 | 4 | -4 | 7 | -2 | 9 |
| CCCCCCNC(=O)N1C/C=C\C(c2ccc(OC)cc2)N(Cc2ccc(F)cc2)C(=O)C1 (centres undefined) | -6 | 1 | -15 | -3 | -1 | 26 | 7 | 21 |
| COc1ccc(NC(=S)N2CCCCCC2)cc1OC | 8 | 7 | x | -1 | 1 | -37 | -8 | -8 |
| COc1cc(C(=O)N(C(C)C)C2CCCCC2)cc(OC)c1OC | 4 | 4 | x | -1 | 0 | -9 | 2 | 13 |
| COc1cccc(/C=C/C(=O)OCC(=O)c2ccc3c(c2)NC(=O)CO3)c1 | -2 | 8 | 2 | -4 | 17 | 10 | 3 | 0 |
| COc1cccc(NC(=O)N[C@H]2C=C[C@@H](CC(=O)N3CCOCC3)O[C@@H]2CO)c1 | -8 | -2 | 6 | 5 | 2 | -34 | -4 | 6 |
| COc1ccccc1NC(=O)N1C[C@@H]2N[C@H](C1)C2c1ccc(-c2ccc(C(=O)N(C)C)cc2)cc1 (some centres undefined) | -4&1 | x | 9&5 | x | x | 10&16 | 0&-2 | 10&20 |
| COc1ccccc1Cc1c(-c2ccccc2)nc2ccc(Br)cn12 | 2 | -4 | 1 | 13 | 1 | -74 | -98 | -117 |
| COc1ccc(CN(C)C[C@@H]2Oc3c(NC(=O)NC(C)C)cccc3C(=O)N([C@H](C)CO)C[C@@H]2C)cc1 | -3 | 14 | -2 | -39 | 0 | -21 | 3 | 0 |
| COc1ccc(-c2cc3nc(-c4ccccc4)cc(N4CCN(C(=O)c5ccsc5)CC4)n3n2)cc1 | -6 | -1 | -3 | -6 | 0 | 29 | 17 | 38 |

Compound activity deposited in PubChem by Broad Institute.
